# Screening data from PubChem BioAssay.
# human PMI inhibition: MPI enzyme activity inhibition – biochemical, fluorescence intensity, coupled assay, primary screen (AID 1209). inhibition, % at 20 µM; hits with a dose series show IC50 in µM. purified PMI enzyme, coupled fluorescence intensity; higher % means a stronger effect. 190,000 compounds, 0.42% hits;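 also: plate controls were DMSO vehicle for no effect and wells lacking substrate for full effect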
# Myeloid diff MLP: compounds promoting myeloid differentiation. ER-HoxA9 myeloid progenitors, lysozyme-GFP differentiation, flow cytometry. calls only at 10 µM. 360,000 compounds, 1% hits. AID 624256;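 active = normalized GFP-positive differentiation at or above the plate's own cutoff, the solvent-only control mean plus 3 SD; inconclusive = no clear call, values can overlap the other calls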;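 also: cells exposed to compound for four days before flow analysis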
# SIAH1 antagonists: Siah-1 peptide-binding antagonists, primary screen, biochemical, fluorescence polarization, rhodamine-plectin, uHTS (AID 1817) | 290,000 compounds, 0.02% hits | displacement, % at 20 µM, or IC50 in µM where a hit was titrated | Siah-1 / rhodamine-plectin peptide fluorescence polarization; higher % means a stronger effect;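 active = displacement of at least 50% at 20 µM, with a fluorescence ratio check between 0.3 and a set limit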;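 also: plate controls were Siah plus tracer with DMSO for no effect and tracer alone without Siah for full effect; strong numbers were not always called active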
# RSV antiviral HEp-2: inhibition of RSV-induced cytopathic effect – HEp-2 cells, primary 10 µM value included (AID 2391) | HEp-2 cells, RSV-induced CPE inhibition; higher % means a stronger effect | one-dose CPE inhibition, % at 10 µM; IC50 in µM for titrated hits | 310,000 compounds, 0.13% hits; in the data active = a potency from the dose series; inconclusive = CPE inhibition mostly from about 23% at the one dose, without a potency; inactive = the rest, 99 in 100 with CPE inhibition below about 21%; also: strong numbers were not always called active
# TNAP activators: human TNAP enzyme activators, primary screen, biochemical, luminescent, no phosphate acceptor, uHTS (AID 1001). purified TNAP, luminescent activation assay, no phosphate acceptor; higher activation fold means a stronger effect. 200,000 compounds, 0.03% hits. one-dose activation fold at 20 µM; EC50 in µM for titrated hits; in the data active = activation fold from about 3, or a potency from the dose series; inactive = the rest, 99 in 100 with activation fold below about 1.6; also: many of its hits are not listed in these tables
# Salmonella PhoP GFP: PhoP-dependent GFP reporter repression – Salmonella Typhimurium, primary screen (AID 1863). S. Typhimurium PhoP-regulated promoter GFP reporter, 4 h; higher % means a stronger effect. 300,000 compounds, 0.16% hits. inhibition, % at 50 µM; hits with a dose series show IC50 in µM;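 active = inhibition over 29.93%, a cutoff 3 SD above the screen mean, later confirmed by dose response; inconclusive = inhibition over 29.93% but no dose response follow-up; inactive = inhibition at most 29.93% or unconfirmed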;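 also: 0% = low Mg2+ inducing control and 100% = high Mg2+ repressing control; strong numbers were not always called active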
# XIAP displacement: XIAP antagonists, biochemical, IAP family, fluorescence polarization (AID 1018); XIAP BIR domain, fluorescence polarization peptide displacement; higher % means a stronger effect; one-dose displacement, % at 20 µM; IC50 in µM for titrated hits; 200,000 compounds, 0.007% hits; in the data active = displacement above about 50%; also: a part of the inactive calls stands beside numbers as strong as those of hits
# WT yeast gro inh: growth inhibition of WT yeast, mitochondrial fusion screen | mitochondrial fusion phenotypic screen, WT strain | inhibition, % at 10 µM | 190,000 compounds, 2.1% hits; in the data active = inhibition above about 58%; tested in S. cerevisiae
# human PMI inhibitors: MPI inhibition at elevated mannose 6-phosphate – biochemical, fluorescence intensity, high mannose 6-phosphate, primary screen (AID 1220). recombinant PMI enzyme, coupled fluorescence intensity; higher % means a stronger effect. inhibition, % at 20 µM; hits with a dose series show IC50 in µM. 190,000 compounds, 0.66% hits
# WT yeast gro inh mutant strain: further read-out of WT yeast gro inh, marked with its call; inhibition, %; mitochondrial fusion phenotypic screen, mutant strain inhibition
# Myeloid diff MLP GFP+ MAC1+ %: second read-out of Myeloid diff MLP, no call of its own (marks repeat the call); GFP+ MAC1+ double positive, %; measured here: differentiation confirmed by MAC1 staining
# * = called active by the depositor; i = inactive; ? = inconclusive; / = not tested or not shown. Rule as the data show it, unless noted: active = inhibition above about 50%; inactive = the rest.
1) O=c1[nH]c2cc3c(cc2cc1CN(CCc1ccccc1)Cc1nnnn1CC1CCCO1)OCO3 (stereo not given)
2) O=C(Nc1ccc(Cc2ccncc2)cc1)c1cccc([N+](=O)[O-])c1
3) CCN(CC)CCN1C(=O)c2oc3ccc(F)cc3c(=O)c2C1c1ccncc1 (stereo not given)
4) CC1(c2ccccc2)NC(=O)N(CC(=O)Nc2ccc(S(N)(=O)=O)cc2)C1=O (stereo not given)
5) COc1ccc(S(=O)(=O)N2N=C(c3cccc(NS(C)(=O)=O)c3)CC2c2ccco2)cc1 (stereo not given)
6) Cc1cc(/C=C(\C#N)C(=O)NCc2cccs2)c(C)n1-c1ccccc1F
Compound,1,2,3,4,5,6
WT yeast gro inh,-6,16,10,/,/,9
human PMI inhibition,1%,24%,/,/,/,11%
XIAP displacement,-5.7%,-8.8%,/,/,/,-4.5%
SIAH1 antagonists,7%,-1%,2%,0%,3%,-2%
Myeloid diff MLP GFP+ MAC1+ %,4.4,0.6,2.5,1.3,3.8,0.4
Salmonella PhoP GFP,35%,23%,-4%,-10%,-5%,-11%
Myeloid diff MLP,i,i,i,i,i,i
WT yeast gro inh mutant strain,-26,12,1,/,/,18
TNAP activators,1,1.1,/,/,/,1.1
human PMI inhibitors,-17%,15%,/,/,/,7%
RSV antiviral HEp-2,-0.5%,4.6%,2.3%,1.0%,0.0%,2.9%

7) COC(=O)/C=C1/S/C(=N/NC(=O)c2ccc(OC)cc2)NC1=O
8) Cc1ccc(C(=O)Nc2onc(C)c2C#N)cc1
9) CCC(SC1=NCCS1)C(=O)Nc1nnc(-c2ccccc2OC)s1 (stereo not given)
10) CC(C)(C)NC(=O)NC(=O)COC(=O)c1cc(=O)[nH]c2ccccc12
11) CCO[C@@H]1OC(C(N)=O)=C[C@H](c2ccc(C(F)(F)F)cc2)[C@H]1CCCO
12) Cc1ccc(NC(=O)CN2C(=O)S/C(=C\c3ccccn3)C2=O)cc1
Compound,7,8,9,10,11,12
WT yeast gro inh,/,-10,1,-6,6,-16
human PMI inhibition,/,14%,23%,-7%,9%,-7%
XIAP displacement,/,-8.7%,-1.6%,-12%,-7.3%,-19%
SIAH1 antagonists,3%,-2%,2%,0%,-6%,2%
Myeloid diff MLP GFP+ MAC1+ %,2.6,0.9,2.1,0.1,1.5,0.1
Salmonella PhoP GFP,-13%,-3%,2%,-3%,-6%,-4%
Myeloid diff MLP,i,i,i,i,i,i
WT yeast gro inh mutant strain,/,-3,11,0,11,12
TNAP activators,/,1,1,1.2,1.1,1
human PMI inhibitors,/,15%,17%,-11%,14%,-8%
RSV antiviral HEp-2,0.4%,0.7%,0.6%,1.9%,-0.8%,2.3%

13) COC(=O)C1CSC(C(=O)OC)N1C(=O)CN1CC(C)OC(C)C1 (stereo not given)
14) Cn1c(=O)c2cc3ccc(Cl)cc3nc2n(C)c1=O
15) COc1cc(C)c(NC(=O)C(=S)N2CCCC2)cc1C
16) Cc1nc2cc(O)ccc2n1C
17) Cc1ccc(NC(=O)C2c3ccccc3Oc3ccccc32)c(C)c1
18) CC(=O)N1CCc2cc(Br)cc(S(=O)(=O)NCCN3CCCCC3C)c21 (stereo not given)
Compound,13,14,15,16,17,18
WT yeast gro inh,-6,/,-4,5,30,-13
human PMI inhibition,10%,/,13%,12%,7%,0%
XIAP displacement,-6.9%,/,-7.6%,-20%,-0.3%,-1.9%
SIAH1 antagonists,2%,9%,2%,4%,4%,2%
Myeloid diff MLP GFP+ MAC1+ %,5.6,0.7,0.1,0.2,0.5,0.8
Salmonella PhoP GFP,-4%,-7%,-7%,1%,19%,-6%
Myeloid diff MLP,i,i,i,i,i,i
WT yeast gro inh mutant strain,5,/,7,-2,1,0
TNAP activators,1.1,/,1.1,1.1,1.1,1.1
human PMI inhibitors,16%,/,11%,8%,-2%,-4%
RSV antiviral HEp-2,1.2%,3.4%,-0.8%,0.8%,1.1%,1.2%

19) CNC(=O)Cn1nc(-c2ccc(C)cc2)c2ccccc2c1=O
20) CS(=O)(=O)N(CC(=O)Nc1cccc([N+](=O)[O-])c1)c1cccc(F)c1
21) O=C1CN(C(=O)c2ccco2)c2ccccc2N1
22) COc1ccc(S(=O)(=O)N2CCOCC2)cc1NC(=O)CN(C)Cc1c(F)cccc1Cl
23) Clc1ccc(C2Nc3ccccc3-n3cccc32)cc1 (stereo not given)
24) O=C(Cn1cc2c(n1)CCCCC2)NCCN1CCOCC1
Compound,19,20,21,22,23,24
WT yeast gro inh,/,-7,0,32,21,-12
human PMI inhibition,/,5%,2%,8%,-7%,12%
XIAP displacement,/,-8.0%,-3.5%,-7.7%,-8.9%,-7.6%
SIAH1 antagonists,4%,1%,8%,0%,-4%,4%
Myeloid diff MLP GFP+ MAC1+ %,0.5,1.3,4.6,0.4,1.0,3.1
Salmonella PhoP GFP,10%,-7%,1%,1%,8%,-3%
Myeloid diff MLP,i,i,i,i,i,i
WT yeast gro inh mutant strain,/,-3,7,-23,13,-45
TNAP activators,/,1,1.1,1,1,1
human PMI inhibitors,/,2%,7%,7%,-26%,4%
RSV antiviral HEp-2,-1.7%,2.1%,4.3%,16%,2.3%,0.6%

25) CCOC(=O)C1=C(N)Oc2ccc3ccccc3c2C1c1cccc(O)c1 (stereo not given)
26) COc1cc2c(cc1OC)[C@@H]1Cc3ccc(OC)c(OC)c3CN1CC2
27) O=C(CCC1CCCN(C(=O)C2CCCC2)C1)NCc1ccc(F)c(F)c1 (stereo not given)
28) CCCCCCn1c(SCC(=O)Nc2cc(C)on2)nc2ccccc2c1=O
29) CCCCNC(=O)CCn1nc(-c2ccccc2)ccc1=O
30) COC(=O)CSc1ccc(S(=O)(=O)N2CCC(C)CC2)cc1[N+](=O)[O-]
Compound,25,26,27,28,29,30
WT yeast gro inh,/,/,12,-1,14,4
human PMI inhibition,/,/,-1%,8%,25%,-14%
XIAP displacement,/,/,-9.7%,-1.9%,3.7%,-2.6%
SIAH1 antagonists,1%,2%,1%,6%,1%,-4%
Myeloid diff MLP GFP+ MAC1+ %,0.2,0.9,0.3,0.5,0.4,0.7
Salmonella PhoP GFP,15%,5%,4%,2%,-3%,2%
Myeloid diff MLP,i,i,i,i,i,i
WT yeast gro inh mutant strain,/,/,2,9,10,-8
TNAP activators,/,/,1.1,1.1,1.2,1
human PMI inhibitors,/,/,6%,12%,0%,-10%
RSV antiviral HEp-2,8.1%,4.2%,-0.4%,-1.8%,0.8%,2.7%

31) O=C(CCNC(=O)c1ccco1)Nc1ccc(OC(F)(F)F)cc1
32) Cc1ccc(CNC(=O)CS(=O)Cc2nc(-c3cccs3)oc2C)cc1 (stereo not given)
33) COc1cccc(-c2noc(-c3ccc(Br)o3)n2)c1
34) CCNC(=O)C/C(C)=N/NC(=O)C12CC3CC(CC(C3)C1)C2
35) Cc1ccc(NC(=O)c2cccc(S(=O)(=O)N3CCN(C)CC3)c2)cc1F
36) CC(CNS(=O)(=O)c1ccc(Br)cc1)CN(C)C (stereo not given)
Compound,31,32,33,34,35,36
WT yeast gro inh,/,8,16,-1,/,/
human PMI inhibition,/,6%,-2%,3%,/,/
XIAP displacement,/,-5.0%,17%,-4.1%,/,/
SIAH1 antagonists,-1%,3%,15%,2%,-4%,7%
Myeloid diff MLP GFP+ MAC1+ %,0.3,5.5,0.6,0.2,1.2,0.3
Salmonella PhoP GFP,13%,22%,2%,9%,-10%,6%
Myeloid diff MLP,i,i,i,i,i,i
WT yeast gro inh mutant strain,/,-3,6,3,/,/
TNAP activators,/,1.1,1.1,1.1,/,/
human PMI inhibitors,/,9%,-4%,13%,/,/
RSV antiviral HEp-2,2.4%,2.3%,1.5%,0.8%,1.3%,-1.3%

37) O=C(/C=N/O)Nc1ccc(F)cc1
38) CC(C)Cc1nnc(NC(=O)CCC(=O)N2CCOCC2)s1
39) COc1ccc(-n2c(=S)[nH]c3cc(C(=O)NCc4ccc(F)cc4)ccc3c2=O)c(OC)c1
40) CC(O)CNCCCOc1ccc(Cl)cc1C(C)(C)C (stereo not given)
41) COc1ccc(CCNC(=O)CC2Nc3cc(C)c(C)cc3NC2=O)cc1OC (stereo not given)
42) CC1CN(S(=O)(=O)c2cccc(C(=O)OCC(=O)Nc3ccc4c(c3)OCO4)c2)CC(C)O1 (stereo not given)
Compound,37,38,39,40,41,42
WT yeast gro inh,-6,-21,/,32,-11,4
human PMI inhibition,-7%,6%,/,6%,-5%,-4%
XIAP displacement,-1.8%,2.7%,/,-5.9%,-0.2%,-2.5%
SIAH1 antagonists,1%,1%,-2%,15%,-4%,-3%
Myeloid diff MLP GFP+ MAC1+ %,0.8,1.0,/,0.5,1.1,0.3
Salmonella PhoP GFP,-2%,-2%,6%,4%,1%,-1%
Myeloid diff MLP,i,i,?,i,i,i
WT yeast gro inh mutant strain,0,-3,/,35,-16,-1
TNAP activators,1.1,1.1,/,1,1,1
human PMI inhibitors,-5%,2%,/,2%,-34%,-7%
RSV antiviral HEp-2,3.0%,-0.6%,22%,-1.7%,2.1%,1.2%

43) CCc1nccn1CCC(=O)N1CCCC(N2CCN(c3ccccc3F)CC2)C1 (stereo not given)
44) COc1ccc(-c2cc(C(F)(F)F)nc(S(C)(=O)=O)n2)cc1
45) NC(=O)c1nn2c(C(F)(F)F)cc(-c3ccccc3)nc2c1Br
46) CC(=O)Nc1ccc(S(=O)(=O)N(C)CC(=O)Nc2ccccc2N2CCOCC2)cc1
47) Cc1cc(S(=O)(=O)N2CCCC2)ccc1OCC(=O)NCc1ccccc1
Compound,43,44,45,46,47
WT yeast gro inh,/,-12,/,-5,/
human PMI inhibition,/,3%,/,1%,/
XIAP displacement,/,-4.9%,/,-1.3%,/
SIAH1 antagonists,4%,-4%,1%,3%,1%
Myeloid diff MLP GFP+ MAC1+ %,1.7,0.9,0.3,0.5,0.9
Salmonella PhoP GFP,1%,4%,-6%,-2%,-4%
Myeloid diff MLP,i,i,i,i,i
WT yeast gro inh mutant strain,/,19,/,-7,/
TNAP activators,/,1.2,/,1.1,/
human PMI inhibitors,/,-4%,/,-2%,/
RSV antiviral HEp-2,-0.3%,-2.1%,4.6%,0.5%,1.8%
